# Bioassay records as filed in PubChem BioAssay.
# HEK293 NOD2/NF-kB – inhibition of NOD2-driven NF-kB reporter – cell-based, luminescence, uHTS, HEK293 (AID 1566); one-dose inhibition, % at 4 µM; EC50 in µM for titrated hits; hit rate 0.63% among 290,000; HEK293 NOD2/NF-kB luciferase reporter, luminescence; higher % means a stronger effect; also: many of its hits are not listed in these tables
# KOR beta-arrestin-1 – KOR agonists, beta-arrestin recruitment, primary screen, cell-based, luminescence, uHTS (AID 1777) | KOR beta-arrestin recruitment, luminescence; higher % means a stronger effect | activation, % at 10 µM, or EC50 in µM where a hit was titrated | hit rate 0.02% among 280,000; in the data active = activation above about 50%, passing the limit was not always enough; also: a part of the inactive calls stands beside numbers as strong as those of hits
# GPR55 activation – GPR55 agonists via beta-arrestin recruitment, primary screen, imaging, U2OS cells, beta-arrestin-GFP redistribution (AID 1961); U2OS GPR55 beta-arrestin-GFP redistribution imaging; higher % means a stronger effect; one-dose activation, % at 10 µM; EC50 in µM for titrated hits; hit rate 0.048% among 290,000;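 active = activation above 40% with more than 50 cells counted in the well; inconclusive = wells holding fewer than 50 cells, flagged as toxic or sparse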;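 also: U2OS osteosarcoma cells stably expressing GPR55 and beta-arrestin-GFP; plate controls were DMSO negative control for no effect and LPI positive control for full effect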
# NTR1 agonist – NTR1-driven beta-arrestin-GFP spot formation – imaging, U2OS cells, high content, primary screen (AID 493036); P30989; agonist mode; activation, % at 20 µM; hit rate 0.17% among 330,000;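 active = activation at or above 40% of the spot to cytoplasm intensity ratio, with at least 20 cells analyzed; inconclusive = wells under 20 cells, flagged as cytotoxic or low count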;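 also: 0% = DMSO without peptide and 100% = 100 nM NTR1 peptide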
# Target sequence (P30989 whole entry, looked up): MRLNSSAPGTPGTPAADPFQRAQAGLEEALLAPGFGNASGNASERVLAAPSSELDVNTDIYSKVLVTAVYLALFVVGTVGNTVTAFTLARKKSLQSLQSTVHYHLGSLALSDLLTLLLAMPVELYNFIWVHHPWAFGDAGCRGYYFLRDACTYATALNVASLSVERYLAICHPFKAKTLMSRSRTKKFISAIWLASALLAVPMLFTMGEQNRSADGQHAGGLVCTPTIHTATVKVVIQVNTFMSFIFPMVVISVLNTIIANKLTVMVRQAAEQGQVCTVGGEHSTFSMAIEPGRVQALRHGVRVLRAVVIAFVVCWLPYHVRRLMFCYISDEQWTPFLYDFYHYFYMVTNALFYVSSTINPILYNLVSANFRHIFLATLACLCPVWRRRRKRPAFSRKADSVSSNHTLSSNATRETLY
# GPR55 antagonists – GPR55 antagonists blocking LPI-driven arrestin recruitment, primary screen, imaging, U2OS, beta-arrestin-GFP, LPI agonist (AID 2013); U2OS GPR55 beta-arrestin-GFP translocation imaging, LPI antagonism; higher % means a stronger effect; inhibition, % at 10 µM, or IC50 in µM where a hit was titrated; hit rate 0.13% among 290,000;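 active = spots per cell inhibited over 60%, with over 100 cells counted and total cytoplasm intensity under 500,000; inconclusive = wells with under 100 cells, flagged as likely toxic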;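 also: U2OS cells stably carrying GPR55 and arrestin-GFP stimulated by 5 µM LPI near EC80; imaged beta-arrestin-GFP aggregate spots per cell after agonist stimulation; plate controls were LPI-stimulated DMSO wells for no effect and DMSO wells without LPI for full effect; some results filed as inactive read as strong as hits; confirmed hits need IC50 under 10 µM and bright autofluorescent wells are also inconclusive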
# KOR beta-arrestin-2 – kappa opioid receptor blockers – cell-based, luminescence, uHTS (AID 1778) | hit rate 0.091% among 290,000 | inhibition, % at 10 µM; hits with a dose series show IC50 in µM | KOR beta-arrestin recruitment, luminescence, antagonist mode; higher % means a stronger effect; also: strong numbers were not always called active
# NOD1 inhibition – NOD1 signaling inhibitors, primary screen, cell-based, luminescence, uHTS (AID 1578); hit rate 1% among 290,000; inhibition, % at 4 µM, or EC50 in µM where a hit was titrated; NOD1-driven NF-kB luciferase reporter cells, luminescence; higher % means a stronger effect; in the data active = inhibition mostly above about 36%, no sharp cut-off; inactive = mostly below about 34%;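 also: HEK-293T reporter cells stimulated with the NOD1 agonist gamma-tri-DAP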
# T cell HTS – T cell immune modulators affecting CD8 T cell-vesicle binding | 2C CD8+ T cell-vesicle binding, flow cytometry; stronger effect = lower value | calls only at 7 µM | hit rate 0.068% among 330,000 | AID 2052;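 active = response, share of CD8 T cells binding vesicles, and their 90th percentile fluorescence all below set limits, cut at about 80% in these data, passing the limit was not always enough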
#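 Material: 2C TCR transgenic mouse naive CD8+ T cells, MACS-purified. Also added: QL9-charged Drosophila Ld/ICAM-1/B7-1 vesicles. Timing: binding 1.5 h at 37 °C. Measured by: high-throughput flow cytometry with anti-B7-1 and anti-CD8 staining. Read-out: percent CD8+ FL2 mean versus row control. Controls: Unloaded micro-vesicles (low), QL9 vesicles with 0.7% DMSO (high).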
# Myeloid diff 2 – promotes myeloid progenitor differentiation | ER-HoxA9 myeloid progenitors, lysozyme-GFP differentiation, flow cytometry | calls only at 10 µM | hit rate 1% among 360,000 | AID 624256;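 active = normalized GFP-positive differentiation at or above the plate's own cutoff, the solvent-only control mean plus 3 SD; inconclusive = no clear call, values can overlap the other calls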;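 also: cells exposed to compound for four days before flow analysis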
# T cell HTS vesicle-bound % – recorded beside T cell HTS, whose call it bears; double positive events, %; measured here: CD8+ vesicle-bound cell fraction;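 binding gate set so that unloaded-vesicle control wells show 10% double positive cells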
# NTR1 agonist cell count 20 µM – recorded beside NTR1 agonist, whose call it bears; cell count; measured here: cell count, cytotoxicity flag
# Myeloid diff 2 GFP+ MAC1+ % – also measured in Myeloid diff 2; calls as there; GFP+ MAC1+ double positive, %; measured here: differentiation confirmed by MAC1 staining
# * hit, by the source's call; i = inactive; u = inconclusive; x = not tested or not shown; + = active, no number; [ ] = another dose, or the depositor's remark. Rule as the data show it, unless noted: active = inhibition above about 50%; inactive = the rest.
# Below each compound – HEK293 NOD2/NF-kB | KOR beta-arrestin-1 | GPR55 activation | NTR1 agonist | NTR1 agonist cell count 20 µM | GPR55 antagonists | KOR beta-arrestin-2 | NOD1 inhibition | T cell HTS | T cell HTS vesicle-bound % | Myeloid diff 2 | Myeloid diff 2 GFP+ MAC1+ %
CCOc1ccc(S(=O)(=O)N2CCN(Cc3ccccc3)CC2)cc1
→ 0% | 7.0% | -0.1% | 4.2 | 37 | -3% | -7% | 10% | i | 58 | i | 0.2
CCCNC(=O)N[C@@H](Cc1ccccc1)C(=O)OC
→ 1% | 1.1% | -0.1% | -0.2 | 52 | 6% | -8% | 3% | i | 16 | i | 9.1
CCC(=O)Nc1ccc(NC(=O)Cc2ccccc2)cn1
→ 2% | 5.8% | -0.3% | 1.8 | 84 | 4% | -30% | -26% | i | 49 | i | 0.7
COc1ccc(C(=O)Nc2cccc(C(=O)N3CCCC3)c2)cc1
→ 10% | -0.2% | -0.1% | -0.1 | 73 | 3% | 13% | -1% | i | 41 | i | 1.6
CC(C)(C)c1ccc(-c2nc(-c3ccncc3)no2)cc1
→ -91% | 8.2% | -0.1% | 22 | 56 | 2% | 31% | -67% | i | 26 | i | 1.8
CCCCC1C2C(=O)N(c3ccccc3)C(=O)C2ON1c1ccccc1 (stereo unspecified)
→ 15% | 0.8% | 0.3% | -0.3 | 47 | 12% | 24% | 2% | i | 32 | i | 0.2
O=C(O)CSc1ncnc2nc[nH]c12
→ 10% | -1.4% | 0.3% | -1.4 | 90 | 1% | 20% | -5% | i | 58 | i | 1.2
O=C1CCCN1CN(C(=O)c1ccccc1)c1ccccc1
→ 13% | -5.3% | -0.1% | 0.3 | 65 | 7% | -8%[20 µM] | -14% | i | 32 | i | 0.5
CSCCC(NS(=O)(=O)c1cccc(C(F)(F)F)c1)C(=O)N(C)Cc1ccc2c(c1)OCCO2 (stereo unspecified)
→ 3% | -0.4% | -0.1% | 0.9 | 57 | 17% | 8% | -18% | i | 5 | i | 1.1
NC(=O)c1ccc(NCCc2ccccc2)c([N+](=O)[O-])c1
→ -21% | -2.0% | -0.2% | 0.2 | 37 | -2% | 30% | -9% | i | 42 | i | 0.5
COc1cc(OC)cc(C(=O)NN2CCOCC2)c1
→ -6% | -4.8% | 0.4% | -0.1 | 47 | -6% | -7% | 6% | i | 55 | u | x
CCC(=O)N(CC)c1nc(-c2ccc(OC)cc2)cs1
→ -55% | 4.8% | 0.0% | 3.5 | 86 | 0% | -4% | -16% | i | 14 | i | 0.8
Cc1cc(C)cc(NC(=O)CN2CCN(CCN=CC3=C(O)CC(c4ccc(Cl)cc4)CC3=O)CC2)c1 (stereo unspecified)
→ 0% | -13% | -0.1% | 2.0 | 91 | 8% | -7%[20 µM] | 3% | i | 54 | i | 0.2
COc1ccc(-n2c(C)nc3cc(C(=O)NCCN4CCOCC4)ccc32)cc1
→ 26% | 3.8% | -0.1% | -0.9 | 87 | 2% | -9% | 14% | i | 23 | i | 0.9
CN(C)/N=C/c1ccc(Sc2ccccc2[N+](=O)[O-])o1
→ 20% | -3.2% | -0.1% | 1.9 | 41 | -2% | -9% | -17% | i | 49 | i | 0.2
O=C(Nc1cccc(NC(=O)c2ccc(Br)o2)n1)c1ccc(Br)o1
→ -22% | 0.8% | -0.2% | -1.5 | 71 | 11% | -7% | -34% | i | 3 | i | 3.9
COc1cccc(CC(=O)Nc2cc(C(F)(F)F)ccc2N2CCCC2)c1
→ 14% | -2.6% | -0.1% | 2.2 | 54 | -4% | 20% | 3% | i | 8 | i | 1.5
CC1CCN(CCOCCOc2ccccc2-c2ccccc2)CC1
→ -12% | 7.8% | -0.2% | 0.2 | 65 | 20% | -26% | -25% | i | 39 | i | 0.4
O=C(CCc1nnc(COc2ccccc2)o1)NCc1ccccc1
→ -23% | -1.2% | 0.3% | -0.2 | 30 | -4% | 13%[20 µM] | -20% | i | 30 | i | 0.3
COc1cccc(C(=O)NCC2CCCN(C3CCCCC3)C2)c1OC (stereo unspecified)
→ -42% | 3.7% | -0.3% | -0.5 | 59 | 10% | -18% | -16% | i | 56 | i | 1.1
O=S(=O)(/C=C/c1ccccc1)Nc1ccc(F)cc1
→ 23% | -2.4% | -0.1% | 1.8 | 53 | 1% | 12% | -4% | i | 20 | i | 0.3
COC(=O)c1ccc(CSc2nnc(-c3ccc4c(c3)OCO4)n2-c2ccccc2)o1
→ -6% | 0.7% | 0.3% | 1.2 | 58 | -8% | -29% | 36% | i | 41 | i | 0.3
CCN(CC)S(=O)(=O)c1cccc(S(=O)(=O)N2CCCCC2)c1
→ -12% | -0.3% | -0.1% | 1.3 | 42 | 1% | 7% | 4% | i | 38 | i | 1.8
CSc1nnc(-c2ccccc2Cl)o1
→ -8% | -8.2% | 0.2% | -0.7 | 55 | 11% | -2% | -34% | i | 18 | i | 0.7
COCC(C)n1c(SCC(=O)NC(=O)Nc2ccc3c(c2)OCCO3)nc2ccccc2c1=O (stereo unspecified)
→ 10% | 2.9% | 1.0% | 0.2 | 68 | 7% | 25% | -19% | i | 24 | i | 7.8
CS(=O)(=O)N(CC(N)=O)Cc1ccc(Cl)cc1
→ 9% | -0.3% | 0.2% | 0.1 | 50 | 19% | -6% | -2% | i | 9 | i | 6.8
Cc1cc2c(ncn2Cc2ccccc2)c(N)c1C
→ -6% | -4.0% | -0.3% | -0.9 | 76 | 0% | -12% | -36% | i | 43 | i | 0.1
O=C(CN1C2CCCC1CC(NC(=O)C1CCCCC1)C2)Nc1ccccc1C(F)(F)F (stereo unspecified)
→ 1% | 3.2% | -0.1% | 9.6 | 53 | -16% | -10% | -19% | i | 18 | + | 0.8*
CSc1nc2ccc(N3C(=O)C4CCCCC4C3=O)cc2s1 (stereo unspecified)
→ 8% | 0.7% | -0.1% | -0.8 | 56 | -4% | 14% | 2% | i | 58 | i | 8.5
COc1ccc(C(C)=O)cc1COC(=O)c1ccc(S(=O)(=O)N2CCOCC2)cc1
→ 2% | -4.4% | -0.1% | 1.2 | 67 | 8% | -36% | -14% | i | 27 | i | 1.5

# Compounds above containing a furan ring, fused or not, in the order listed:
# Below each compound – HEK293 NOD2/NF-kB | KOR beta-arrestin-1 | GPR55 activation | NTR1 agonist | NTR1 agonist cell count 20 µM | GPR55 antagonists | KOR beta-arrestin-2 | NOD1 inhibition | T cell HTS | T cell HTS vesicle-bound % | Myeloid diff 2 | Myeloid diff 2 GFP+ MAC1+ %
CN(C)/N=C/c1ccc(Sc2ccccc2[N+](=O)[O-])o1
→ 20% | -3.2% | -0.1% | 1.9 | 41 | -2% | -9% | -17% | i | 49 | i | 0.2
O=C(Nc1cccc(NC(=O)c2ccc(Br)o2)n1)c1ccc(Br)o1
→ -22% | 0.8% | -0.2% | -1.5 | 71 | 11% | -7% | -34% | i | 3 | i | 3.9
COC(=O)c1ccc(CSc2nnc(-c3ccc4c(c3)OCO4)n2-c2ccccc2)o1
→ -6% | 0.7% | 0.3% | 1.2 | 58 | -8% | -29% | 36% | i | 41 | i | 0.3

# Back to the main list, starting 2 compounds before the break.
# Assay codes: A = HEK293 NOD2/NF-kB; B = KOR beta-arrestin-1; C = GPR55 activation; D = NTR1 agonist; E = NTR1 agonist cell count 20 µM; F = GPR55 antagonists; G = KOR beta-arrestin-2; H = NOD1 inhibition; I = T cell HTS; J = T cell HTS vesicle-bound %; K = Myeloid diff 2; L = Myeloid diff 2 GFP+ MAC1+ %
CSc1nc2ccc(N3C(=O)C4CCCCC4C3=O)cc2s1 (stereo unspecified)
  A: 8%	B: 0.7%	C: -0.1%	D: -0.8	E: 56	F: -4%	G: 14%	H: 2%	I: i	J: 58	K: i	L: 8.5
COc1ccc(C(C)=O)cc1COC(=O)c1ccc(S(=O)(=O)N2CCOCC2)cc1
  A: 2%	B: -4.4%	C: -0.1%	D: 1.2	E: 67	F: 8%	G: -36%	H: -14%	I: i	J: 27	K: i	L: 1.5
CCn1cc(C(=O)NCC2COc3ccccc3O2)c2cc(OC)c(OC)cc2c1=O (stereo unspecified)
  A: 14%	B: 3.9%	C: -0.1%	D: -0.6	E: 92	F: -2%	G: 32%	H: -12%	I: i	J: 28	K: i	L: 0.6
O=C(NCCc1cccs1)c1ccc(Cl)c(Cl)c1
  A: -82%	B: 2.2%	C: 0.1%	D: 2.8	E: 49	F: -4%	G: -4%	H: -44%	I: i	J: 26	K: i	L: 1.7
Cc1ccc2[nH]c(C)c(CC(=O)NCc3ccccc3)c2c1
  A: 7%	B: -1.4%	C: -0.1%	D: 0.9	E: 50	F: 4%	G: 16%	H: -2%	I: i	J: 51	K: i	L: 0.7
Cc1cc(=O)[nH]c(N/N=C/c2c(C)nn(-c3ccc(F)cc3)c2Cl)n1
  A: 30%	B: 0.6%	C: 0.5%	D: 3.1	E: 59	F: -9%	G: -13%	H: -17%	I: i	J: 34	K: i	L: 0.4
O=C(CSc1ccc(-c2ccc(F)cc2)nn1)NCCc1ccccc1
  A: -8%	B: 0.9%	C: 0.5%	D: 0.3	E: 67	F: -4%	G: -41%	H: -39%	I: i	J: 62	K: x	L: x
Cc1onc(-c2ccccc2Cl)c1C(=O)N1CCN(c2nc3ccccc3s2)CC1
  A: 0%	B: 4.2%	C: -0.2%	D: 0.2	E: 45	F: -4%	G: -24%	H: 23%	I: i	J: 27	K: i	L: 0.8
COC(=O)c1cnc(SCc2ccc([N+](=O)[O-])cc2)n1C
  A: 2%	B: -2.3%	C: -0.2%	D: -0.1	E: 51	F: 0%	G: -10%	H: -12%	I: i	J: 49	K: i	L: 0.5
Fc1ccccc1NC(=S)NCCc1ccccc1
  A: -32%	B: -0.3%	C: -2.3%	D: 0.0	E: 52	F: 26%	G: 6%	H: 12%	I: i	J: 56	K: i	L: 0.0
COc1cccc(CNC(=O)c2ccc(C)c(NC3=NC4CS(=O)(=O)CC4S3)c2)c1 (stereo unspecified)
  A: 14%	B: x	C: 1.2%	D: 0.1	E: 45	F: 1%	G: -3%[20 µM]	H: 2%	I: i	J: 17	K: i	L: 4.0
COc1ccc(N2C(=O)C(Cl)=C(N3CCCC3)C2=O)cc1
  A: 17%	B: -1.1%	C: 0.0%	D: -0.9	E: 88	F: 14%	G: 10%	H: -15%	I: i	J: 10	K: i	L: 0.5

# These rows are one share of the data, so the mix of outcomes need not match the whole.
